High-throughput results as filed in PubChem BioAssay.
F-actin modifier = modifiers of cytoskeleton assembly; 91,000 tested, 0.18% active; inhibition, % at 2 µM; HUVEC TNFa F-actin phalloidin imaging, high content; AID 836;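 active means inhibition above the batch mean plus 3 SD and confirmed as a hit by visual image inspection, cut at about 30% in these data, passing the limit was not always enough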; further: strong numbers were not always called active
FAK blocker = blocks human focal adhesion kinase activity; 97,000 tested, 0.84% active; biochemical FAK kinase activity assay; AID 727; inhibition, %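 (tested at 7 µM)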; in the data active means inhibition above about 19%;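 further: 0% = DMSO and 100% = reference compound high control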
Target sequence (Q05397 whole entry, looked up): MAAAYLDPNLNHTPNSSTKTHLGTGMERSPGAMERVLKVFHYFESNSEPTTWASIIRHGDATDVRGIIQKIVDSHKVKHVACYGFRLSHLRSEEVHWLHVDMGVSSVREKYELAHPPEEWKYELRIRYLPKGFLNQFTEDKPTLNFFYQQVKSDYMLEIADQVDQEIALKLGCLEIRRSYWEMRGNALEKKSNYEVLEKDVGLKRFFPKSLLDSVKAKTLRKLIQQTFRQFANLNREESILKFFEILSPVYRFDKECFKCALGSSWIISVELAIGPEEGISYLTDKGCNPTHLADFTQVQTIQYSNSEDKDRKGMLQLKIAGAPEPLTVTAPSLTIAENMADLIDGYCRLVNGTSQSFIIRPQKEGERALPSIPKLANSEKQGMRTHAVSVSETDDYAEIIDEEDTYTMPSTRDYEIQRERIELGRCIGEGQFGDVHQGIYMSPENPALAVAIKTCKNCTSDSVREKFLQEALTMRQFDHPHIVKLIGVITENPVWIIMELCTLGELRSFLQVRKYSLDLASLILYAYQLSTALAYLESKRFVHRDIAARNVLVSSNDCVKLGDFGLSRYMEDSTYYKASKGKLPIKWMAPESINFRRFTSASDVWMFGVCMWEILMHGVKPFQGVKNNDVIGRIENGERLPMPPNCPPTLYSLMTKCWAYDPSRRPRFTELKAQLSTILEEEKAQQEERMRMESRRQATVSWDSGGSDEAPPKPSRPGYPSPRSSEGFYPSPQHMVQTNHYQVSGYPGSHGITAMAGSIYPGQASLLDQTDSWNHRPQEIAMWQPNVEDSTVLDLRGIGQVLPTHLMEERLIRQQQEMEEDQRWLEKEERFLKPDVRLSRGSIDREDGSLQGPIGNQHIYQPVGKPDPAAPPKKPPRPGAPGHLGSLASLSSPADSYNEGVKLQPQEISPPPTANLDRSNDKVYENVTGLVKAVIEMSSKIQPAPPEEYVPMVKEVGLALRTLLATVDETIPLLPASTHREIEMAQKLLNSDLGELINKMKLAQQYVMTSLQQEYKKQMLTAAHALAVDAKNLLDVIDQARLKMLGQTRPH
ERa coact inh = ER-alpha (human) coactivator binding inhibition. P03372. TR-FRET ER-alpha LBD / SRC-1 peptide, estradiol-bound. inhibition, % at 25.6 µM. 86,000 tested, 1.7% active; in the data active means inhibition above about 50%;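 further: 0% = receptor plus peptide control and 100% = peptide only without receptor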
PTPN22 inh 2 = blocks human PTPN22 phosphatase activity; 96,000 tested, 0.21% active; recombinant LYP catalytic domain, DiFMUP fluorescence; inhibition, % at 2 µM;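 active means inhibition at 2 µM at or above a set limit, the screen mean plus 3 SD, cut at about 24% in these data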;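 further: 0% = DMSO with enzyme and 100% = enzyme fully blocked by orthovanadate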
VCAM1 TNFa inh = reduces TNF alpha induced VCAM1 expression in HUVEC | inhibition, % at 2 µM | AID 802 | HUVEC TNFa-induced VCAM-1 immunofluorescence, high-content imaging | 95,000 tested, 0.48% active;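 active means inhibition above the batch mean plus 3 SD, with images confirmed as a hit by eye, cut at about 37% in these data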;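 further: 0% = TNF-stimulated DMSO wells and 100% = unstimulated control wells; not every result past the cut was called active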
PTPN22 act = LYP (human) phosphatase activation | activation, % at 2 µM | Q9Y2R2 | 96,000 tested, 0.11% active | recombinant LYP, DiFMUP fluorescence; 0 = plate median, 100 = signal doubled;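 active means activation at 2 µM above a set limit, the mean plus 5 SD, cut at about 37% in these data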
Pyk2 oligo antag = Pyk2 (human) oligomerization antagonism; Q14289; Q293 cells, Pyk2 FERM NanoBiT luminescence; active compounds read low; z-score (the deposit names both 25 µM and 10 µM); 99,000 tested, 0.83% active;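 active means Z-score of -3 or lower, scaled per plate to the spread of control and sample wells; inactive means z-score above -3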;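 further: negative z-score means lost luminescence so less FERM oligomerization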
HUVEC tox IL1B = toxic to HUVEC cells under IL-1B stimulation; HUVEC cell count loss, Hoechst imaging, IL-1B stimulated; cell count reduction, % at 2 µM; 94,000 tested, 0.41% active; AID 845;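 active means cell count reduction more than 3 SD above the screen-wide mean, cut at about 70% in these data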;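 further: normalized per plate to untreated control cells as the no-loss baseline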
HUVEC tox TNFa = HUVEC cytotoxicity counter-screen, TNF alpha stimulated | 93,000 tested, 0.17% active | cell count reduction, % at 2 µM | HUVEC TNFalpha-stimulated, Hoechst cell count, imaging;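 active means cell count reduction exceeding the screen mean by over 5 SD, scaled to untreated wells per plate, cut at about 78% in these data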;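 further: cells counted after 24 h of TNF alpha exposure following the 1 h pretreatment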
An asterisk follows results filed as active; x = no result given; [ ] = remark or other dose.

SMILES	F-actin modifier	FAK blocker	ERa coact inh	PTPN22 inh 2	VCAM1 TNFa inh	PTPN22 act	Pyk2 oligo antag	HUVEC tox IL1B	HUVEC tox TNFa
Cc1cc(C(=O)NCC2CCCO2)n(-c2ccccc2)n1 (configuration not stated)	-8	2	1	-9	-7	5	x	1	-14
Nc1c(-c2ccc(Cl)cc2)cnn1-c1cccc(C(F)(F)F)c1	11	2	x	10	0	-6	-0.05	-58	-26
Cc1cc(C)cc(N(CC(=O)NCCSc2ccccn2)S(=O)(=O)c2ccccc2)c1	2	3	x	6	-8	-2	-2.5	0	-29
CCC(=O)Nc1cccc(Br)c1	-9	-5	4	8	4	-5	-0.13	-1	-19
Cn1c(NCC2CCCO2)nc2c1c(=O)n(Cc1ccccc1)c(=O)n2C (configuration not stated)	9	-2	-4	2	-8	-2	0.34	-26	-1
COc1ccc(S(=O)(=O)Nc2c3ccccc3nc(=O)n2-c2ccccc2)cc1	5	1	-1	-3	-7	6	-1.1	-6	-8
Cc1ccc(C(=O)C2CCNCC2)cc1	-3	1	x	-8	-24	7	0.45	-5	6
Cc1ccc(C)c(Cn2nnc3c(=O)[nH]c(C4CCCN(C(=O)C5CCCCC5)C4)nc32)c1 (configuration not stated)	3	-1	7[fluorescence artefact?]	9	-9	-7	-0.54	-35	-7
CCCCC(NC(C)=O)c1nc2ccccc2n1CCC (configuration not stated)	9	-1	x	-1	14	4	0.42	19	-3
O=C(Cn1cnc2ccccc2c1=O)NCc1ccco1	3	2	-5	6	20	-2	0	-19	-18
C=CCn1c(COc2ccccc2)nnc1SCC(=O)N/N=C/c1ccc(C)cc1	1	-2	x	-15	12	18	0.72	-1	-8
Brc1ccccc1-c1nnc(COc2ncnc3c2cnn3-c2ccccc2)o1	x	3	x	2	x	-1	-0.03	x	x
CC(Sc1nc(N2CCOCC2)c2c(c1C#N)CC(C)(C)OC2)C(=O)Nc1ccccc1 (configuration not stated)	24	-3	-24	5	-19	-9	-1.3	-28	-48
Cc1ccc(/C(O)=C2\C(=O)C(=O)N(c3cc(C)on3)C2c2cccc(Br)c2)cc1 (configuration not stated)	23	-1	-9	1	-2	-1	-0.65	-30	-13
Cc1cc(=O)n2cc(-c3ccccc3)nc2[nH]1	25	-1	x	2	16	-1	-0.18	-36	-18
O=S(=O)(Cc1cc(Oc2ccccc2)nc(-c2ccccc2)n1)c1ccccc1	-25	3	x	4	-22	-2	-0.87	7	5
COCCNC(=O)c1onc(CSc2ccccc2C)c1C(=O)O	14	0	x	10	10	-8	x	-21	-25
Cn1c(=O)[nH]c(=O)c2c1nc(N1CCc3ccccc3C1)n2CCSc1nc2ccccc2s1	x	1	5	20	x	-17	-1.1	-5	x
CC(C)CC(OC(=O)c1ccco1)C(=O)NC1CCCCC1 (configuration not stated)	4	-1	x	-6	0	3	0.25	-34	8
COC(=O)c1cc2c(C)c(C)c3ccccn3c-2c1C(=O)OC	-20	-2	x	2	1	-3	1.2	-5	-7
CCN(CC)c1ccc(/C=N/Nc2ccccc2)c(O)c1	-6	3	x	4	13	2	-0.21	9	-14
COc1ccc(C2(O)CCN(CC(=O)Nc3nccs3)CC2)c(OC)c1	-22	-6	-2	-9	14	7	0.37	26	-19
Cc1cccc(N2CCN(C(=O)C3CCN(S(=O)(=O)c4cccc5nsnc45)CC3)CC2C)c1 (configuration not stated)	-1	1	7	0	11	-2	0.06	-1	-22
COc1ccc(-c2cnc3nc[nH]c(=O)c3n2)cc1	4	0	-8	-8	26	4	-0.23	-59	-1
O=C(NCC(=O)N(CC1CCCO1)C1(C(=O)NC2CCCCC2)CCCCC1)c1ccccc1 (configuration not stated)	-9	-1	2[fluorescence artefact?]	-18	19	17	-0.18	15	-2
O=C(OCc1ccccc1)c1ccc(Br)o1	7	0	-6	-1	10	0	0.33	-9	-9
COc1ccc(C(=O)N2CCN(S(=O)(=O)N3CCOCC3)CC2)cc1OC	x	-1	-37	-6	x	5	-0.44	-29	x
COc1ccc(C)cc1NC(=O)CSc1nnc(COc2ccc(C)cc2)n1Cc1ccco1	13	2	-2	9	-16	-9	-1	-1	-10
CCN(CC)C(=O)CN(c1cc2c(cc1OC)oc1ccccc12)S(=O)(=O)c1ccc(C)cc1	11	2	x	-1	-6	4	-0.9	-3	2
COc1ccc(C(=O)Cc2ccc(OC)c(OC)c2)cc1	16	0	5	-6	-22	6	0.57	x	-33
O=C(NCc1cccnc1)c1ccc2c(c1)OCO2	-19	-6	x	-12	14	11	0.15	-2	13
Cc1noc(C)c1COc1cccc(C(=O)Oc2ccc3c(c2)OCO3)c1	-7	3	-2	-4	-8	3	-0.15	3	-16
CCCCC(=O)Nc1cc2nn(-c3ccc(OC)cc3)nc2cc1C	-1	-2	3	5	-9	-6	0.08	-56	-10
CCCOc1ccc(N2C(=O)CC(N3CCC(O)(c4cccc(C(F)(F)F)c4)CC3)C2=O)cc1 (configuration not stated)	-2	1	-8	8	20	-9	1.6	1	-34
COc1ccc(S(=O)(=O)Nc2ccc(S(=O)(=O)N3CCOCC3)cc2)cc1	0	-1	2	-7	11	4	-2	5	-12
COc1cc(C(=O)CSc2nncn2C)cc(OC)c1OC	-1	0	7	-2	16	4	1.5	3	x
Cc1cc(C)n(-c2nnc(C)n2/N=C/c2ccccc2OCc2ccccc2Cl)n1	-4	2	3	2	-5	-3	-0.99	19	-21
CCCC(=Nc1ccc(N)cc1)C1=C(O)C(C(=O)OC)C(C)(C)CC1=O (configuration not stated)	6	-1	-3	-1	1	4	-0.12	-7	-41
Cc1ccnc(NC(=S)NC(=O)c2ccco2)c1	10	2	x	-8	11	11	x	8	-33
O=C(COC(=O)CCC(=O)c1ccc2c(c1)OCCO2)NCc1ccc2c(c1)OCO2	x	-3	-5	8	6	-11	0.69	-74	-22
O/N=C/c1ccc(OCC(O)COc2ccc(/C=N/O)cc2)cc1	-12	1	-28	-1	16	2	0.97	-14	-17
O=c1[nH]nc2n1CCCCC2	23	1	-5	6	-24	-7	-0.22	10	-8
CC(C)(C)c1cc(=O)n2c(C#N)c(C#N)nc2[nH]1	x	-4	25	-26	-3	22	0.1	-76	-49
COc1ccc(-c2cc(C(F)(F)F)nc(SCCC(=O)N3CCOCC3)n2)cc1	-3	0	2	4	15	-2	0.04	-1	-8
Cc1noc(C(=O)Nc2ccc3c(c2)OCO3)c1Cl	-5	2	-2	8	5	-10	x	24	13
CCN(C(=O)Cc1ccc(Br)cc1)C1CCCCC1	1	2	-4	-6	19	6	-1	9	-10
O=S(=O)(c1cccc(S(=O)(=O)N2CCC(Cc3ccccc3)CC2)c1)N1CCOCC1	-10	-2	-1	0	14	3	-0.81	-10	10
CC(C)(C)NC(=O)NC(=O)CSc1ncc(C(F)(F)F)cc1Cl	0	2	x	-11	1	9	-2.9	-21	9
CCOC(=O)CC1=CSC2=NS(=O)(=O)CCN12	31	2	-9	-7	5	4	1.3	10	-37
O=C(O)c1ccc(COc2cccc(CO)c2)cc1	-4	1	9	-14	-12	8	-0.35	10	-12
N#Cc1c(/N=C/N2CCCC2)oc(-c2ccccc2)c1-c1ccccc1	4	1	-32	-20	14	17	-2.6	-41	-51
CCOC(=O)CC1=CC(C)(CC(=O)OCC)C(C#N)(C#N)C(N)=C1C#N (configuration not stated)	-19	2	-25	4	-64	-6	0.72	-20	-25
COC(=O)CSc1nc2cc(Cl)ccc2c(=O)n1C1CCCC1	4	2	-7	0	-4	-1	-0.56	-32	-23
O=C(Cn1c(SCC(=O)NC2CCCC2)nnc1-c1ccncc1)Nc1ccc2c(c1)OCO2	6	-1	0	0	8	0	-0.83	-9	-8
CCc1cccc(NC(=O)CCSCCC(=O)Nc2cccc(CC)c2)c1	12	1	-5	-6	15	8	0.12	-13	-19
O=C(COC(=O)c1ccccc1NC(=O)c1ccco1)NCc1ccc2c(c1)OCO2	4	1	33[fluorescence artefact?]	-2	-25	2	-0.02	-1	-28
O=C(OCn1nnc2ccccc2c1=O)c1ccc(S(=O)(=O)N2CCOCC2)cc1	-1	4	-7	3	18	-1	0.35	-14	-24
CCCC(=O)Nc1nnc(CC(=O)OCC)s1	12	-2	1	-5	-1	2	-0.12	-5	-16
COC(=O)c1ccc(Nc2nc(C)cc(=O)[nH]2)cc1	-19	5	2	16	-15	-18	-0.38	10	-32
O=C(NCCc1ccc(Cl)cc1)C1CCC(=O)N1Cc1ccc(F)cc1 (configuration not stated)	13	0	-3	-4	12	1	x	-1	-60

Molecules above with a tert-butyl group (2):
SMILES	F-actin modifier	FAK blocker	ERa coact inh	PTPN22 inh 2	VCAM1 TNFa inh	PTPN22 act	Pyk2 oligo antag	HUVEC tox IL1B	HUVEC tox TNFa
CC(C)(C)c1cc(=O)n2c(C#N)c(C#N)nc2[nH]1	x	-4	25	-26	-3	22	0.1	-76	-49
CC(C)(C)NC(=O)NC(=O)CSc1ncc(C(F)(F)F)cc1Cl	0	2	x	-11	1	9	-2.9	-21	9

Next part.
SMILES	F-actin modifier	FAK blocker	ERa coact inh	PTPN22 inh 2	VCAM1 TNFa inh	PTPN22 act	Pyk2 oligo antag	HUVEC tox IL1B	HUVEC tox TNFa
Cc1nc2c(sc3nc4c(cc32)COC(C)(C)C4)c(=O)n1Cc1ccccc1	5	1	2	4	5	-2	-0.73	-105	-23
c1ccc(-n2c(-c3ccco3)nnc2-c2ccco2)cc1	x	0	-4	13	3	-12	0.24	-14	-21
Cc1cccc(C)c1NC(=O)c1ccc(CN2CCc3ccccc3C2)cc1	-20	-6	x	-12	-25	16	-0.02	-7	x
CCOC(=O)c1ccc(NS(=O)(=O)c2ccc3c(c2)oc(=O)n3C)cc1	-1	-6	-1[fluorescence artefact?]	-4	22	1	x	-6	-19
O=C(c1ccccc1)c1c[nH]c(C(=O)NCCCn2ccnc2)c1	-17	4	x	-12	2	16	0.01	-28	-2
COc1cc(C(C)=O)ccc1OCC(=O)c1cc(C)n(C2CC2)c1C	14	6	10	7	35	-10	-0.4	26	-21
Cc1ccc(C(=O)Nc2ccc3c(c2)OCO3)cc1S(=O)(=O)N1CCCCC1	2	-3	14	8	-7	-12	-0.16	-4	14
Cc1ccc(NC(=O)N2CCN(Cc3ccc4c(c3)OCO4)CC2)cc1	x	4	6[fluorescence artefact?]	3	7	1	0.06	-14	-36
Cc1nc(C)n(CC(O)COc2ccc(C(=O)c3ccccc3)cc2)n1 (configuration not stated)	4	1	7	4	12	-5	1.7	-123	-6
O=C(Nc1cccc2c1[nH]c1ccccc12)C(F)(F)F	-2	2	-9	-6	24	6	0.12	-158	-10
Cc1nnc2sc(-c3csc4c3CCCC4)nn12	4	-1	-14	2	18	-3	-0.11	-16	2
CC(=O)Nc1ccc(S(=O)(=O)NC2(C(F)(F)F)NC(=O)N(c3ccc(Cl)cc3)C2=O)cc1 (configuration not stated)	14	-3	x	-5	3	9	0.12	6	-13
O=C(Nc1ccc(-n2cnnn2)cc1)C1CCC1	-1	0	-14	8	-1	-10	-0.07	-28	-14
CCOC(=O)CN1C(=O)COc2ccc(Cl)cc21	31	-9	6	-10	11	8	-0.34	10	-25
Cc1ccc(C2N(c3cccc(Cl)c3)C(=O)C3CCCN32)o1 (configuration not stated)	-8	1	-1	-1	3	-2	x	1	-22
COc1cc(/C=C2\S/C(=N/S(=O)(=O)c3ccc(C)cc3)NC2=O)c([N+](=O)[O-])cc1OC	-10	-6	-5[fluorescence artefact?]	-1	7	2	0.81	-11	-6
COC(=O)c1ccc(C(c2c(N)n(Cc3ccccc3)c(=O)n(C)c2=O)N2CCOCC2)cc1 (configuration not stated)	-11	1	12[fluorescence artefact?]	0	-10	-1	0.02	-6	-7
O=S(=O)(c1ccc(N2CCOCC2)nc1)N1CCOCC1	8	1	-7	12	-13	-9	0.73	-3	-7
O=C1NCCN1C(=O)c1ccccc1F	19	-1	5	6	2	-9	-0.21	-19	-12
